Screens as filed in PubChem.
AmpC inh det = Promiscuous and Specific Inhibitors of AmpC Beta-Lactamase (assay with detergent); P00811; purified AmpC, nitrocefin hydrolysis with detergent; Potency, µM (series often up to 28.7 µM), inactives show top-dose activity change, negative = inhibition; actives 0.09% (n = 71,000); AID 584, 2007; active = well fitted curve in the direction sought with a large enough effect
Target sequence (P00811 whole entry, looked up): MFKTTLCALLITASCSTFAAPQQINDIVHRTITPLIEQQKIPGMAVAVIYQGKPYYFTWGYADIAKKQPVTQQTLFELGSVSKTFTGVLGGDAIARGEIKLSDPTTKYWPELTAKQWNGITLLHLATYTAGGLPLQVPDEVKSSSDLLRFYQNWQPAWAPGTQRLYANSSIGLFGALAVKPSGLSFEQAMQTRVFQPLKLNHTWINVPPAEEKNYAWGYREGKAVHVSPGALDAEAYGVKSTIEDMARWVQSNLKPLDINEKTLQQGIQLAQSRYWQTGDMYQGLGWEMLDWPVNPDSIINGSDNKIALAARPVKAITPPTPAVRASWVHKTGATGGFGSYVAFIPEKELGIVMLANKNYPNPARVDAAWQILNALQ
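E. coli AmpC (5.3 nM) in 20 mM phosphate pH 7.0 with 0.01% Triton X-100, preincubated 15 min RT with compound; nitrocefin (2 uL of 800 uM stock) hydrolysis followed by 480 nm absorbance every 20 s over 4 min.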
Active calls of the source: *; [ ] = another dose, or the depositor's remark. % is set by controls: 0 for no effect and ±100 for the full control effect; potency is the fitted concentration of half-maximal effect.

Start of the data: the first six records, ahead of the listing:
Screening C=CCn1c(-c2cc(OC)c(OC)c(OC)c2)n[nH]c1=S returned AmpC inh det -3.6%.
For Cc1cccc(C(C)C)c1-n1nnnc1-c1ccccc1 the results were AmpC inh det -0.9%.
Screening CC(=O)c1c(N2CCN(c3cccc(Cl)c3)CC2)nc(=S)n(-c2ccccc2)c1C returned AmpC inh det -2.4%.
CC(C)OCCCn1c(-c2ccco2)nc2nc3ccccc3nc21 was read as AmpC inh det -0.3%.
For COc1cc(NC(=O)CSc2nnnn2-c2ccccc2)cc(OC)c1OC the results were AmpC inh det -0.6%.
For O=C(O)c1ccc(OC2CSC2)cc1 the results were AmpC inh det -2.2%.

This part in full, repeating the preview:
Screening C=CCn1c(-c2cc(OC)c(OC)c(OC)c2)n[nH]c1=S returned AmpC inh det -3.6%.
For Cc1cccc(C(C)C)c1-n1nnnc1-c1ccccc1 the results were AmpC inh det -0.9%.
Screening CC(=O)c1c(N2CCN(c3cccc(Cl)c3)CC2)nc(=S)n(-c2ccccc2)c1C returned AmpC inh det -2.4%.
CC(C)OCCCn1c(-c2ccco2)nc2nc3ccccc3nc21 was read as AmpC inh det -0.3%.
For COc1cc(NC(=O)CSc2nnnn2-c2ccccc2)cc(OC)c1OC the results were AmpC inh det -0.6%.
For O=C(O)c1ccc(OC2CSC2)cc1 the results were AmpC inh det -2.2%.
NS(=O)(=O)c1ccc(N=Nc2nc3[nH]cnc(=S)c3[nH]2)cc1 was read as AmpC inh det -4.1%[5.75 µM].
Cc1ccc2c(c1)N(CC(=O)O)C(=O)CO2 was read as AmpC inh det -2.3%.
Screening Cc1ccc(/C(O)=C2\C(=O)C(=O)N(c3cc(C)on3)C2c2cccc(Cl)c2)cc1 (configuration not stated) returned AmpC inh det 4.5%.
`COc1ccc(CCNC(=O)C2CCN(Cc3nc(-c4ccc(Cl)cc4)oc3C)CC2)cc1OC` gave AmpC inh det -4.4%.
For N#CC1=C2SCN(Cc3ccco3)CN2C(=O)CC1c1cccc2ccccc12 (configuration not stated) the results were AmpC inh det -6.7%.
Screening O=C(Nc1nc(-c2ccccc2)cs1)C1CCCCN1S(=O)(=O)c1ccccc1 (configuration not stated) returned AmpC inh det -6.3%.
CCN(CC)Cc1c[nH]c2ccccc12 was read as AmpC inh det 1.2%.
For O=C(CSC1=Nc2ccccc2C2=NC(c3ccccc3)C(=O)N12)NCC1CCCO1 (configuration not stated) the results were AmpC inh det -0.6%.
For O=C(CC1NCCNC1=O)OCc1ccccc1 (configuration not stated) the results were AmpC inh det -0.3%.
COc1ccc(NC(=O)CN2CCC(n3c(C)nc4cc(F)ccc43)CC2)c(OC)c1 was read as AmpC inh det -1.8%.
Screening CCCCNC(=O)NCC(=O)Nc1ccc(F)c(F)c1 returned AmpC inh det -2.4%.
Screening CCn1c(SCC(=O)c2ccc(Cl)cc2)nnc1-c1ccoc1C returned AmpC inh det -1.3%.
`COc1cc(C(=O)NCCc2cn3ccccc3n2)cc(OC)c1OC` gave AmpC inh det 6.8%.
COc1cc(C(=O)Nc2nccs2)ccc1OCc1c(C)noc1C was read as AmpC inh det -2.8%.
Screening CCOC(=O)C1CCN(CC(O)COc2ccc(C(=O)CC)cc2)CC1 (configuration not stated) returned AmpC inh det -0.6%.
`COC(=O)CC1SCCNC1=O` (configuration not stated) gave AmpC inh det -3.0%.
`COc1ccc(Oc2ncc3nc(-c4cccc(C#N)c4)c(=O)n(C)c3n2)cc1` gave AmpC inh det -0.1%.
For CC1=CC(=O)OC1Cc1ccncc1 (configuration not stated) the results were AmpC inh det -1.0%.
COC(=O)[C@@]1(Cc2ccc(OC)cc2)[C@H]2c3cc(C(=O)N(C)C)n(Cc4ccsc4Br)c3C[C@H]2CN1C(=O)c1ccccc1 was read as AmpC inh det -1.5%.
For CCCn1c(SCC(N)=O)nnc1C(C)C the results were AmpC inh det -2.2%.
For CN[C@@H]1C[C@H](c2ccc(Cl)c(Cl)c2)c2ccccc21 the results were AmpC inh det 0.2%.
For Cc1sc2nc(SCC(=O)NCc3ccco3)n(CCc3ccccc3)c(=O)c2c1C the results were AmpC inh det -3.7%.
For Cc1ccccc1NC(=O)c1c(-c2ccccc2)noc1C the results were AmpC inh det 3.2%.
`CCc1ccc(N(CC(=O)Nc2ccc(OC)cc2OC)S(C)(=O)=O)cc1` gave AmpC inh det -4.8%.
`COc1ccc(N2CCN(C(=O)CN3C(=O)c4ccccc4S3(=O)=O)CC2)cc1` gave AmpC inh det -3.7%.
COc1ncc2nc(-c3ccc(F)cc3)c(=O)n(Cc3cccs3)c2n1 was read as AmpC inh det 2.0%.
COc1cccc(-c2nc(=S)c3c(n2CCCO)CCCC3)c1 was read as AmpC inh det -3.5%.
Screening CCCCC(=O)Nc1ccc(NC(=O)CC)cc1OC returned AmpC inh det -2.0%.
Screening O=C(c1cc2ccccc2oc1=O)N1CCN(Cc2ccc3c(c2)OCO3)CC1 returned AmpC inh det 0.1%.
For CC1CCN(S(=O)(=O)c2ccc3c(c2)oc(=O)n3CC(=O)N2c3ccccc3CC2C)CC1 (configuration not stated) the results were AmpC inh det 3.4%.
Cn1c(NCc2cccc(Br)c2)nc2ccccc21 was read as AmpC inh det -4.0%.
For COCCCn1c(Cc2csc(Nc3cccc(Cl)c3)n2)nnc1SCC(=O)OC the results were AmpC inh det -2.1%.
Screening COCCNC(=O)COC(=O)c1nsc(Cl)c1Cl returned AmpC inh det -2.7%.
COC(=O)c1ccccc1CCC(C)=O was read as AmpC inh det 0.2%.
`[O-][n+]1c(CN2CCCCC2)nc2cccc3c2c1-c1ccccc1-3` gave AmpC inh det -3.3%[5.75 µM].
`CCC(C(=O)NC1CCCC1)N(C(=O)Cn1nnc(-c2ccc(OC)c(OC)c2)n1)C1CCCCC1` (configuration not stated) gave AmpC inh det -2.5%.
Screening Cc1nc(SCC(=O)Nn2c(-c3ccccc3)nc3ccccc3c2=O)n[nH]1 returned AmpC inh det -3.2%.
COc1ccccc1NC(=O)CSC1=NC(=O)C(NC(C)=O)C(=O)N1 (configuration not stated) was read as AmpC inh det 19.4%.
Screening COc1ccc(-c2cc(C(F)(F)F)n3ncc(C(=O)NCc4ccco4)c3n2)cc1 returned AmpC inh det 1.0%.
For O=C(NC1(C(F)(F)F)NC(=O)N(Cc2ccco2)C1=O)c1cccs1 (configuration not stated) the results were AmpC inh det -0.2%.
For O=C(Cn1c(NCCCO)nc2ccccc21)c1cccs1 the results were AmpC inh det 8.3%.
`NC(=O)NOC[C@@H]1NC(=O)NC1=O` gave AmpC inh det -5.7%[5.75 µM].

Reprinted from the part before: 4 entries; new compounds follow.
Screening COc1ccc(-c2cc(C(F)(F)F)n3ncc(C(=O)NCc4ccco4)c3n2)cc1 returned AmpC inh det 1.0%.
For O=C(NC1(C(F)(F)F)NC(=O)N(Cc2ccco2)C1=O)c1cccs1 (configuration not stated) the results were AmpC inh det -0.2%.
For O=C(Cn1c(NCCCO)nc2ccccc21)c1cccs1 the results were AmpC inh det 8.3%.
`NC(=O)NOC[C@@H]1NC(=O)NC1=O` gave AmpC inh det -5.7%[5.75 µM].
CCOc1ccc(C(=O)Nc2cccc(C)n2)cc1 was read as AmpC inh det -2.4%.
Screening O=C(O)CP(=O)(O)c1ccc(Cl)cc1 returned AmpC inh det 7.4%.
CC1Cn2c(nnc2C23CC4CC(CC(C4)C2)C3)S1 (configuration not stated) was read as AmpC inh det -7.4%.
`COc1ccc(C(=O)C2CCN(C(=O)c3ccco3)CC2)cc1` gave AmpC inh det 1.5%.
For N#CC1=C2SCN(Cc3ccccc3)CN2C(=O)CC1c1cccs1 (configuration not stated) the results were AmpC inh det 10.6%.
CS(=O)(=O)N1CCC(C(=O)NCC2CCCO2)CC1 (configuration not stated) was read as AmpC inh det 18.6%.
Screening CC1=C(C(=O)OC(C)C)C(/C=C/c2ccccc2)NC(=O)N1 (configuration not stated) returned AmpC inh det 11.7%.
O=C(NCCCN1CCOCC1)c1coc2ccccc2c1=O was read as AmpC inh det -2.6%.
`COc1ccccc1S(=O)(=O)Cc1ccc(C(=O)NCc2cccnc2)o1` gave AmpC inh det 15.0%.
Screening CC(=O)c1cccc(NC(=O)C2CCN(S(=O)(=O)c3c(C)n[nH]c3C)CC2)c1 returned AmpC inh det -7.8%.
Cc1cc(NC(=O)CSc2nnc(C3CC3)n2C)no1 was read as AmpC inh det 12.3%.
O=c1c2cc(Cl)ccc2nc2ccc(N3CCCC3)nn12 was read as AmpC inh det 0.6%.
For Cc1ccc(C2C(C(=O)c3cc4ccccc4o3)=C(O)C(=O)N2CCN2CCOCC2)o1 (configuration not stated) the results were AmpC inh det -4.7%.
For O=C(Nc1ccccc1)N1CC[C@@]2(CCCNC2)C1 the results were AmpC inh det -0.8%.
Screening COc1ccc(C2C(C(=O)N3CCC4(CC3)OCCO4)CC(=O)N2c2ccc(OC)cc2)cc1 (configuration not stated) returned AmpC inh det -3.2%.
Screening Cc1nc2cc(NC(=O)NCc3ccco3)ccc2o1 returned AmpC inh det 12.8%.
For CCc1cc(C(=O)Cc2cnn(-c3ccccc3)c2)c(O)cc1O the results were AmpC inh det 6.9%.
Screening CC1(C)C(c2cccs2)=NC(c2ccccc2)N1O (configuration not stated) returned AmpC inh det -3.4%.
O=C(O)C1C2C=CC(O2)C1C(=O)Nc1ccc2c(c1)OCCO2 (configuration not stated) was read as AmpC inh det 10.3%.
Screening O=C(CN1CCN(c2ccccc2)CC1)Nc1c(C(=O)C2CC2)oc2ccccc12 returned AmpC inh det -0.9%.
`Cc1ccc(C)c(S(=O)(=O)N2CC(=O)Nc3ccccc32)c1` gave AmpC inh det -4.0%.
Screening Cc1c(Nc2ncnc3c2cnn3-c2ccccc2)c(=O)n(-c2ccccc2)n1C returned AmpC inh det -5.0%.
CCOc1nc(-c2ccc(OC)cc2)ccc1-c1noc(C)n1 was read as AmpC inh det -5.8%.
`Nc1nc2ccc(C(=O)NC3CCCCC3)cc2s1` gave AmpC inh det 0.5%.
For O=C(C1CCCN(S(=O)(=O)c2cnc[nH]2)C1)N1CCN(Cc2ccccc2)CC1 (configuration not stated) the results were AmpC inh det 8.8%.
Screening CC1Cc2ccccc2N1C(=O)CSc1nc2ccccc2o1 (configuration not stated) returned AmpC inh det -6.3%.
Screening CCOC(=O)N1CCN(C(=O)c2cccn3c(=O)c4sccc4nc23)CC1 returned AmpC inh det 2.6%.
Screening CCOC(=O)Cc1c(C)c2c(C)nn(-c3ccccc3)c2oc1=O returned AmpC inh det -5.5%.
`Cn1c(=O)cc(OCCCC(=O)N2CCN(c3ccccn3)CC2)c2ccccc21` gave AmpC inh det -5.2%.
`COc1ccc(N2C(=O)C(Cl)=C(N(CCO)Cc3ccccc3)C2=O)cc1` gave AmpC inh det -2.0%.
Screening CCCn1c(=O)c2c(ncn2C)n(CCC)c1=O returned AmpC inh det -3.4%.
O=C(COc1ccc(S(=O)(=O)NC2CCCCC2)cc1)NCC1CCCO1 (configuration not stated) was read as AmpC inh det -4.9%.
For CCOc1ccc(C(C)(C)C)cc1S(=O)(=O)N1CC(C)OC(C)C1 (configuration not stated) the results were AmpC inh det -7.5%.
CC(C)OCCCNC(=O)c1ccc(NS(C)(=O)=O)cc1 was read as AmpC inh det -2.4%.
For COc1cc(SC)ccc1C(=O)Nc1ccc(S(=O)(=O)N2CCCC2)cc1 the results were AmpC inh det -2.0%.
For CCNc1nc(N)c(C(=O)c2ccc(Cl)s2)s1 the results were AmpC inh det -2.5%.
Screening Cc1cc(C)c2c(c1)NC(=O)C2(O)CC(=O)c1cccs1 (configuration not stated) returned AmpC inh det -2.6%.
COc1ccc(C(=O)NCc2nnc(SCC(=O)N3CCC(C)CC3)o2)cc1OC was read as AmpC inh det -3.1%.
O=C(CCCN1CCC2(CC1)C(=O)N(Cc1cccc(F)c1)CN2c1ccccc1)c1ccc(F)cc1 was read as AmpC inh det -8.7%.
For CCN1CCCC1CNC(=O)c1cn(CC)c2ccc(S(=O)(=O)N3CCCCCC3)cc2c1=O (configuration not stated) the results were AmpC inh det -6.0%.
Screening C=CCOc1ccc(/C=C/C(C)=N\O)cc1 returned AmpC inh det 7.2%.
Screening CCOC(=O)C1C(=O)N(C(=O)c2cncc(Br)c2)CC1c1ccccc1 (configuration not stated) returned AmpC inh det 5.5%.
`Cc1cc(C(=O)Nc2ccccc2C#N)n(-c2ccccc2)n1` gave AmpC inh det 5.1%.
Screening COc1cccc(Nc2ncc3nc(-c4ccccc4)c(=O)n(C4CC4)c3n2)c1 returned AmpC inh det -0.9%.
O=c1c(-c2cc(F)cc(F)c2)nc2cnc(N3CCOCC3)nc2n1Cc1ccc(F)cc1 was read as AmpC inh det -2.6%.
O=S(=O)(O)c1nnc2sc3ccccc3n12 was read as AmpC inh det -2.6%.
`CC(C)CN(C(=O)CSc1nnc2c(Cl)cc(C(F)(F)F)cn12)C1CCS(=O)(=O)C1` (configuration not stated) gave AmpC inh det -6.1%.
`Nc1nnc(CSCc2ccccc2)s1` gave AmpC inh det -1.0%.
Screening CC(C)[C@@H]1CN[C@H](C(=O)O)[C@@H]1CC(=O)O returned AmpC inh det 2.2%.
Screening COc1ccccc1-n1c(O)c(C=Nc2c(C)n(C)n(-c3ccccc3)c2=O)c(=O)[nH]c1=O returned AmpC inh det -1.8%.
For Cc1nc(NCCN2CCOCC2)c2oc3ccccc3c2n1 the results were AmpC inh det -2.5%.
For Cc1cccc(OCCc2nnc(N)s2)c1C the results were AmpC inh det -0.2%.
`CCOc1ccc(OCc2cccc(C(=O)O)c2)cc1` gave AmpC inh det -2.3%.
Screening CN(C)Cc1c(O)ccc2occ(C(O)c3ccccc3)c12 (configuration not stated) returned AmpC inh det -2.6%.
For O=c1c(-c2ccccc2)c(O)c2cccc3c2n1CCC3 the results were AmpC inh det -2.6%.

Some of the compounds tested; the hit share may differ from the screen's.
